S1P4 antagonist = human S1P4 receptor antagonism; S1P4-expressing cells, antagonist mode, reporter read-out; inhibition, % at 4.98 µM; 0.26% of 220,000 active; AID 1510; in the data active = inhibition above about 29%;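 note: 0% = wells stimulated with agonist and 100% = vehicle wells without agonist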
Target sequence (O95977 whole entry, looked up): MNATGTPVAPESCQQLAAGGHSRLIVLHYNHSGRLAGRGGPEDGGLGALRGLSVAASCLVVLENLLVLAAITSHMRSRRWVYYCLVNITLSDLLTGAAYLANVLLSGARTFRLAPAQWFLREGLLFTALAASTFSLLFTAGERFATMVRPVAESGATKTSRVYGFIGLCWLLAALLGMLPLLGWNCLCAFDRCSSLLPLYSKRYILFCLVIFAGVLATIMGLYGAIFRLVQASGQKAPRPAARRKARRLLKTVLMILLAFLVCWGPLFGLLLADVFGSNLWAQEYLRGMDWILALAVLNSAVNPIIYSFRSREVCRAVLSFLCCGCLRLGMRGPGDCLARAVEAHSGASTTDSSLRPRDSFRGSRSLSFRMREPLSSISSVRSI
NPY2 pot ag = potentiates or activates human NPY-Y2 receptor | P49146 | cells expressing NPY-Y2, potentiator/agonist read-out | activation, % at 3.6 µM | 0.45% of 220,000 active; in the data active = activation above about 27%;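 note: cells stimulated with NPY near EC25 plus isoproterenol at EC100; 0% = vehicle plus submaximal agonist and 100% = vehicle plus saturating agonist; some results beyond the cut were filed as inactive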
S1P4 ag = human S1P4 receptor agonism | O95977 | S1P4-expressing cell line, agonist reporter assay | activation, % at 4.98 µM | 0.35% of 220,000 active | AID 1509; in the data active = activation above about 11%;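 note: 0% = DMSO vehicle and 100% = reference agonist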
Wee1 degr inh = blocks degradation of human Wee1 kinase. reporter increase, % at 5 µM. 1.2% of 220,000 active. AID 1321. HeLa Luc-Wee1K328M stability, luciferase luminescence; 100% = proteasome inhibitor MG132 effect;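 active = activation above the mean of all tested compounds plus 3 SD, set per screening run, cut at about 8.8% in these data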;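 note: cells exposed to compound for 20 h before luminescence read; 0% = DMSO alone and 100% = MG132 at 30 µM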
Target sequence (P30291 whole entry K328M): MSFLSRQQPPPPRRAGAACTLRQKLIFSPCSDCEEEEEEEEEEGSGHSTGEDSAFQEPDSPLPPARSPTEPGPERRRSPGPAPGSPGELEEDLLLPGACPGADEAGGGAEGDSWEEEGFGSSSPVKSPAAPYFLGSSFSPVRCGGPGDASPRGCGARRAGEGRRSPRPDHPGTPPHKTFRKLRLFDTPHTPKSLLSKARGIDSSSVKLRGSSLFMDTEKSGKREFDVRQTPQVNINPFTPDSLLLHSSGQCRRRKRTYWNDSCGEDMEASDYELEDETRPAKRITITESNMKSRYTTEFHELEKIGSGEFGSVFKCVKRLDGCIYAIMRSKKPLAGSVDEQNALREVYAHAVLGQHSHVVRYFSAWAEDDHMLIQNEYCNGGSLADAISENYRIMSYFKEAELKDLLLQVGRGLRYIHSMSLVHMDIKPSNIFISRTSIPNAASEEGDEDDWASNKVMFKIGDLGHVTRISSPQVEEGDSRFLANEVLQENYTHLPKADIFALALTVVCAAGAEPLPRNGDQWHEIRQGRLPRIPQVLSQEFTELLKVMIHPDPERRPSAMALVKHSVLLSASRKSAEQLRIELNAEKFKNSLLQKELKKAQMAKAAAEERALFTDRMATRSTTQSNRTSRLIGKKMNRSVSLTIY
PERK inh = human PERK inhibition, primary cell-based screen. CHO PERK-DD fusion, SEAP luminescence translation reporter. inhibition, % at 5.6 µM. 0.17% of 220,000 active. AID 1416;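 active = inhibition above the mean inhibition of all tested compounds plus 3 SD, set separately per screening campaign, cut at about 2.9% in these data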;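 note: PERK kinase domain activated by AP20187 dimerizer at 100 nM; 0% = DMSO with dimerizer and 100% = rapamycin at 8.4 µM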
BaF3 parental = reduces parental Ba/F3 cell viability, JAK2V617F counter-screen; CellTiter-Glo ATP luminescence; inhibition, % at 5.6 µM; 1.1% of 220,000 active; AID 1486;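 active = inhibition above a per-campaign cutoff, the mean inhibition of all tested compounds plus 3 SD, cut at about 27% in these data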;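 note: 0% = DMSO wells and 100% = JAK Inhibitor I control wells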
eIF4E 4G PPI = inhibitors of eIF4E and eIF4G interaction in translation initiation; P63073+Q04637; TR-FRET eIF4E-eIF4GI(517-606) binding, 2 h; inhibition, % at 21.7 µM; 0.37% of 220,000 active;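 active = inhibition above about 30%, limit read from the data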;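 note: 0% = full FRET control wells and 100% = background wells lacking eIF4GI fragment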
MDM2 E3 inh = inhibitors of human Mdm2 E3 ubiquitin ligase | cell-based MDM2 ubiquitination luciferase reporter, 2 h; 0 = plate control, 100 = twice control, blank-subtracted | AID 1230 | 0.11% of 210,000 active | signal enhancement, % at 5 µM | Q00987;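 active = signal enhancement of 30% or more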;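 note: luminescence tracks abundance of the self-degrading MDM2-luciferase fusion protein; higher signal means inhibition of MDM2 E3 ligase activity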
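System: stable MDM2–luciferase fusion reporter cells / Input: 2000 cells seeded into each well / Schedule: 4 h settle plus 2 h compound, 37 °C / Compound: single-point 5 µM / Buffer or medium: cells held in DMEM / Benchmarks: control and blank well means / Evaluation: percent signal gain over controls, blank-subtracted / Measured by: luciferase luminescence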
Ba/F3 V617F tox = reduce viability of Ba/F3 cells dependent on JAK2V617F. Ba/F3 EpoR-JAK2V617F viability, ATP luminescence. inhibition, % at 5.6 µM. 1.1% of 220,000 active. AID 1446;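 active = inhibition above the campaign mean plus 3 SD over all tested compounds, cut at about 24% in these data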;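 note: cytokine-independent growth of Ba/F3 cells driven by EpoR plus mutant JAK2; 0% = DMSO-treated cells and 100% = JAK inhibitor I control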
Starred values were filed as active, the others as inactive; . = not tested or not shown; [ ] = another dose, or the depositor's remark.

SMILES	S1P4 antagonist	NPY2 pot ag	S1P4 ag	Wee1 degr inh	PERK inh	BaF3 parental	eIF4E 4G PPI	MDM2 E3 inh	Ba/F3 V617F tox
COC(=O)C1OC2(OC1C(=O)OC)c1ccccc1-c1ccccc12 (stereo not drawn)	1	17	-0.8	5	1.6	1	2	-12	-3
O=S(=O)(NCc1ccccc1)c1ccc(S(=O)(=O)NCC2CCCO2)cc1 (stereo not drawn)	5	4	0.5	1	-0.1	0	0	-3	-4
CCN(C(=O)Cn1c(=O)n(Cc2ccccc2)c(=O)c2ccccc21)c1cccc(C)c1	19	-17	2.3	-4	-2.8	6	1	-6	2
COc1ccc(-c2csc(NC(=O)c3ccccc3S(C)(=O)=O)n2)cc1	5	4	1.6	0	-0.7	6	3	-13	3
O=C1c2[nH]nc(-c3ccccc3O)c2C(c2ccccc2)N1Cc1ccco1 (stereo not drawn)	10	19	-0.5	0	-0.5	6	-5	-3	-4
Oc1ccc(-n2cccc2/C=N/n2cnnc2)cc1	-5	-12	-0.3	0	1.6	-1	0	3	-3
Cc1ccsc1C(=O)OCC(=O)N1CCN(C(=O)c2ccco2)CC1	7	5	0.9	1	0.8	2	2	-10	0
CCc1ccc(N2C(=O)C3ON(c4ccccc4)C(c4ccco4)C3C2=O)cc1 (stereo not drawn)	-23	13	-3.5	0	0.2	2	4[fluorescence artefact?]	-34	-5
N=c1n(CCCOc2ccccc2Cl)c2ccccc2n1CC(N)=O	12	-24	-0.9	-1	0.2	1	-2	-14	-7
CCOC(=O)C1CCCN(C(=O)/C=C/c2ccc([N+](=O)[O-])cc2)C1 (stereo not drawn)	1	0	0.4	3	0.7	6	-5	7	0
FC(F)(F)c1cccc(NC(=S)NCc2ccccn2)c1	8	-4	-1.7	7	0.3	4	-4	.	-4
COc1ccc(-n2c(C)cc(C(=O)Cn3c(NCCO)nc4ccccc43)c2C)cc1	-2	3	0.0	0	-1.1	4	-11	-6	4
CN(CCOc1ccccc1)C(=O)c1cc([N+](=O)[O-])cc([N+](=O)[O-])c1	15	-4	-2.8	17*	-0.1	0	-1	4	-6
C(=N\c1nc2ccccc2n1Cc1ccccc1)/c1cccs1	-15	-4	1.1	3	0.7	2	-8	-8	-4
CCN=C1SC(CC(=O)NC(N)=O)C(=O)N1CC (stereo not drawn)	-27	4	-0.7	0	0.4	5	6[fluorescence artefact?]	-14	1
Cc1cc(NS(=O)(=O)c2ccc(CC(C)C)cc2)no1	-4	-32	1.1	0	-0.3	1	1	-6	-3
c1ccc(N2CCN(Cc3cn4ccccc4n3)CC2)cc1	-8	-1	3.2	-2	-0.6	3	1	6	0
O=C(Cn1nc(-c2ccccc2)nc1-c1ccccc1)OC1CCCCC1	0	-21	0.9	4	0.3	4	5	2	3
O=C(CN1CCC(C(=O)c2cccc(Cl)c2)CC1)Nc1ccc(C(=O)O)cc1	5	7	-1.6	-3	-0.3	7	1	2	-2
O=C1N(Cc2cccc(Cl)c2)C[C@@H]2C[C@@H](c3cccn3-c3ccccn3)N3CCC[C@@]123	-5	-15	1.0	-4	0.0	6	2	-3	-3
CC(=O)c1sc(NC(=O)c2ccc(F)cc2)nc1-c1ccccc1	0	-6	-0.3	5	1.2	11	-2	-7	0
Cc1cccc(-c2nc(CS(=O)CC(=O)NCC3CCCO3)c(C)o2)c1 (stereo not drawn)	-8	9	-0.4	-2	0.4	9	-1	-29	2
O=C(/C=C/c1ccccc1)N/C(=C/c1ccccc1)C(=O)N1CCCCC1	-28	-3	1.2	-2	-1.1	6	-7	-15	0
O=C(NCc1ccc2c(c1)OCO2)c1cccs1	-11	9	0.0	-1	1.0	8	0	-8	0
COc1cc(NC(=O)C/C(C)=N/NC(=O)C(=O)NCCO)c(OC)cc1Cl	-13	-8	0.8	-3	1.1	-6	-3	-9	-2

(cont.)
SMILES	S1P4 antagonist	NPY2 pot ag	S1P4 ag	Wee1 degr inh	PERK inh	BaF3 parental	eIF4E 4G PPI	MDM2 E3 inh	Ba/F3 V617F tox
CS(=O)(=O)N(CC(=O)N1CCN(c2ccccc2)CC1)c1ccc(Cl)c(C(F)(F)F)c1	-6	-25	0.6	2	-2.2	7	5	-11	4
Cc1ccc(N2C(=O)[C@@H]3C(c4cccnc4)=NO[C@@H]3C2=O)c(C)c1	-5	4	-1.6	-2	-0.5	0	-2	-6	-2
CCCC(=O)c1cc(F)c(N2CCN(C(=O)OCC)CC2)cc1C	-9	-11	-0.5	-4	-0.1	-2	8	-9	-3
O=C1CCCN1Cc1ncnn1-c1ccccc1	1	-8	0.1	1	0.1	-1	2	-1	1
O=C(CCC1CCCCC1)NNC(=O)NC12CC3CC(CC(C3)C1)C2	12	-12	0.4	1	0.7	3	1	-7	-3
CCCC(=O)N(CCc1ccccc1)Cc1nc2ccccc2c(=O)[nH]1	-19	8	1.0	-3	-1.0	2	-4	-91	1
CC(C)NC(=O)Cn1nnc(-c2cccc(NC(=O)c3ccccc3F)c2)n1	-1	-22	-1.3	-2	0.6	9	3	-12	-2
Cc1ccc(O)c(NC(=O)C2CCCCC2)c1	-9	15	1.6	2	-0.2	20	7	-10	25*
CCCOc1ccc(N2C(=O)CC(NCCCN3CCC(C(N)=O)CC3)C2=O)cc1 (stereo not drawn)	-8	-7	2.1	0	0.0	5	.	.	-2
CCn1c(SCC(=O)c2ccc(C)cc2)nnc1-c1ccoc1C	-13	8	-4.3	0	-1.2	0	-5	-15	-3
O=C(/C=C/c1ccco1)Nc1ccc2c(c1)OCCO2	3	5	0.1	-3	0.4	3	4	-47	0
O=C(O)C1CCCCC1C(=O)Nc1nc(-c2ccc(Cl)s2)cs1 (stereo not drawn)	0	-13	-2.4	2	0.7	8	12	14	2
O=C(O)c1ccc2c(c1)C(=O)N(Cc1ccc3c(c1)OCO3)C2=O	-1	-28	2.7	1	-0.2	3	6	-6	-2
CCN1CCN(S(=O)(=O)c2ccc3c(c2)OCCO3)CC1	5	-2	1.8	3	1.0	2	0[fluorescence artefact?]	-3	-1
CSc1cccc(NC(=O)C(=O)NCc2ccccc2)c1	-13	-18	1.7	-2	1.8	1	0	-4	-1
COc1cccc(NC(=S)N(CCN(C)C)C(C)c2ccncc2)c1 (stereo not drawn)	-17	-10	1.4	-2	0.4	-2	-3	.	-3
COc1cccc(C2(CSc3nnc(-c4cc(OC)c(OC)c(OC)c4)o3)OCCO2)c1	-1	-18	0.5	4	0.0	7	-1	-12	2
C(=C\c1ccc2ccccc2n1)/c1ccccc1	-3	-16	0.3	2	1.0	2	5	.	0
O=C1OCC(CO)(CO)N=C1NNc1cc(Cl)ccc1Cl	-8	9	-3.3	0	2.0	6	2	-2	-2
Cc1nc(NS(=O)(=O)c2ccc(Cl)s2)c2c3c(sc2n1)CCCC3	-2	21	-0.9	1	1.5	-3	-4	.	-4
O=C(N/N=C/c1ccc(Cl)c([N+](=O)[O-])c1)C1CC1	0	-10	-1.3	0	0.1	5	-1	-26	2
CC(=O)CC(C)(C)Nc1nc2cc([N+](=O)[O-])ccc2o1	0	-14	1.2	0	1.0	3	-3	-3	4
c1ccc(C(c2c[nH]c3ccccc23)c2c[nH]c3ccccc23)nc1	0	12	0.7	6	0.5	8	16[fluorescence artefact?]	-22	1
CC1(C)N=C(SCC(=O)Nc2ccc(Cl)cc2)C(c2ccc(Cl)cc2)=N1	17	-6	-1.1	-2	-0.9	3	0	-16	0
O=C(Nc1ccccn1)c1cccc(S(=O)(=O)N2CCCCC2)c1	6	6	-4.9	2	-0.2	-2	-2	-15	-3

Brought forward from above: two compounds, followed by the next part.
SMILES	S1P4 antagonist	NPY2 pot ag	S1P4 ag	Wee1 degr inh	PERK inh	BaF3 parental	eIF4E 4G PPI	MDM2 E3 inh	Ba/F3 V617F tox
CC1(C)N=C(SCC(=O)Nc2ccc(Cl)cc2)C(c2ccc(Cl)cc2)=N1	17	-6	-1.1	-2	-0.9	3	0	-16	0
O=C(Nc1ccccn1)c1cccc(S(=O)(=O)N2CCCCC2)c1	6	6	-4.9	2	-0.2	-2	-2	-15	-3
O=C(C1CCCCC1)N1CCN=C1SCc1cccc([N+](=O)[O-])c1	-21	-14	0.3	-1	1.7	1	3	-4	-3
Clc1ccc2nc(CN3CCCCCC3)cn2c1	-12	1	0.0	-1	-0.3	0	-4	17	-4
CC1=C(C(=O)Nc2ccccc2)C(c2ccc(C)cc2)N=C(Nc2nc3ccccc3o2)N1 (stereo not drawn)	-6	-7	-1.9	-2	-0.6	13	-21	-12	2
CCOC(=O)C(C)Sc1ncc(OC)c(=O)[nH]1 (stereo not drawn)	-15	-11	1.0	-1	1.0	7	-8	-2	-3
Cc1ccc(C(=O)NCCSc2ccc(Cl)cc2)cc1S(=O)(=O)Nc1ccccc1	-12	21	-1.0	1	0.0	3	-1	-5	-6
CCOC(=O)c1nn(-c2cccc(C)c2)c2nnc(Cc3ccc(C)cc3)c(=O)n12	0	-9	1.2	-1	0.0	8	19	2	-2
Cc1cc(=O)[nH]c(N/N=C/c2c(C)nn(-c3ccc(F)cc3)c2Cl)n1	1	-2	-0.5	-3	1.0	-2	8	-5	-1
CCOC(=O)Cc1csc(NC(=O)c2ccc(Br)o2)n1	0	2	-0.4	0	-0.5	7	0[fluorescence artefact?]	1	-1
C/C(=N\Nc1nc2ccccc2[nH]1)c1cccs1	-3	0	4.7	6	-0.8	6	1	-16	2
O=C(Nc1ccccc1C(=O)O)c1ncn[nH]1	-16	1	-0.2	0	1.2	5	4	-16	-1
Cc1cc2ncc(C(N)=O)cn2n1	-6	-8	-0.5	0	1.8	7	4	-16	4
CCN1CCCC1CNC(=O)c1c(O)c2c([nH]c1=O)CCCC2 (stereo not drawn)	-1	-9	-0.4	1	-1.0	1	-5	-9	0
Cc1nn(-c2ccccc2)c(NC(=O)c2cccs2)c(-c2ccccc2)c1=O	-25	8	0.7	1	0.6	5	-3[fluorescence artefact?]	-6	-1
CCCCn1nc2cc(C(=O)NCc3cc(C(F)(F)F)cc(C(F)(F)F)c3)ccc2c1OC	-14	8	-1.9	-4	-0.6	-1	.	-3	-1
O=C1CC(c2ccccc2)CC(=NCCO)/C1=C(\O)CCCN1C(=O)c2ccccc2C1=O (stereo not drawn)	-5	-2	1.6	1	0.1	10	1	-8	5
CC1(C)CC(=O)C(C=NCCCN2CCOCC2)=C(O)C1	5	7	-1.6	1	1.4	2	2	-22	-4
CN(Cc1ccccc1)C(=O)Cn1c(=O)oc2cc(S(=O)(=O)NCc3ccccc3)ccc21	-17	10	1.4	4	-0.4	0	2	-12	-4
Cc1cc(C)c2c(c1)c(C)cc1nnc(SCC(=O)c3cccs3)n12	-18	-9	-0.3	-3	1.0	0	0	-18	-5
Cc1ccccc1NC(=O)CC1SC(=NC2CCCCC2)NC1=O (stereo not drawn)	-1	-4	-0.1	-1	0.4	6	-5[fluorescence artefact?]	0	-6
COc1ccc(Cl)cc1NC(=S)Nc1ccc(Cl)cn1	-4	-5	-0.7	1	0.4	0	-2	-14	0
CCOc1ccc(N2CC(C(=O)Nc3ccc(F)cc3F)CC2=O)cc1 (stereo not drawn)	-12	-5	2.2	-1	-0.3	6	8[fluorescence artefact?]	-2	3
C=CCOc1ccccc1CNn1nnnc1N	-8	6	0.4	3	1.4	1	6	-16	-5
CN(c1ccc(C(=O)NCc2ccc3c(c2)OCO3)cc1)S(=O)(=O)c1ccccc1	-12	-10	0.1	0	0.6	12	1	-9	1
